Screens: PubChem BioAssay, several laboratories
VLA-4 inh: inhibition in a human VLA-4 binding assay; P13612; VLA-4 expressing cells, ligand binding flow cytometry; inhibition, % (about 7 µM as worked out from the volumes in the protocol); 330,000 compounds, 0.2% hits; AID 2557; in the data active means inhibition above about 50%
GRK2 aptamer HTS: blocks RNA aptamer binding to human GRK2; P25098; bead flow cytometry, FAM-aptamer displacement from GRK2; inhibition of aptamer binding, % at 10 µM; 330,000 compounds, 0.59% hits; AID 488847;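 active means inhibition of aptamer binding above 40%, roughly 3 SD of noise, on plates passing a quality check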;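 further: median bead fluorescence of bound FAM aptamer so fluorescent compounds give negative values; no value below 0 was filed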
Target sequence (P25098 whole entry, looked up): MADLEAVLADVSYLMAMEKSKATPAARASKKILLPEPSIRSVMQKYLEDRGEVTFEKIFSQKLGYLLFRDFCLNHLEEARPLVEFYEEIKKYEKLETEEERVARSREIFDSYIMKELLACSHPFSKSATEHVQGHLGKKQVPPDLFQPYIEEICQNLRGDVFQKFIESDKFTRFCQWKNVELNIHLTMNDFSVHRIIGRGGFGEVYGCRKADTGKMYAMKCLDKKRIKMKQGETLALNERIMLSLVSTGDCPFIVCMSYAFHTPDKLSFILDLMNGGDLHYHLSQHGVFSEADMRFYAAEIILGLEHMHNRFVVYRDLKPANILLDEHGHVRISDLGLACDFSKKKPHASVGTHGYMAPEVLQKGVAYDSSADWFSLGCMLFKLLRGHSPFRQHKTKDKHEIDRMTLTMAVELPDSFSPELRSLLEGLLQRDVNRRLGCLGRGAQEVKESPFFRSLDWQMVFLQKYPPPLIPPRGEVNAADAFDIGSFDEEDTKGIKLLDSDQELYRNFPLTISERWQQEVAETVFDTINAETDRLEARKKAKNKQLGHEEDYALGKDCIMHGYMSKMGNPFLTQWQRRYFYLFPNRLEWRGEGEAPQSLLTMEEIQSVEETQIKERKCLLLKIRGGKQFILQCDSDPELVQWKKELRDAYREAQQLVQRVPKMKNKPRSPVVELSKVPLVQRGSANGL
RPL19A TOR yeast: yeast TOR pathway RPL19A-GFP modulation. S. cerevisiae RPL19A-GFP strain, flow cytometry, 3 h; stronger effect = lower value. percent response vs DMSO, % at 10 µM. 330,000 compounds, 0.3% hits. AID 2025;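 active means percent response vs DMSO below 50%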;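 further: median channel GFP fluorescence of the barcoded RPL19A-GFP strain; ratio of sample median GFP to plate DMSO average so 100% = DMSO; lower means less RPL19A-GFP as with rapamycin TOR inhibition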
CIT2 TOR yeast: modulators of TOR pathway CIT2-GFP in S. cerevisiae. S. cerevisiae CIT2-GFP strain, flow cytometry, 3 h; 100 means same as DMSO wells. 320,000 compounds, 0.065% hits. GFP response vs DMSO, % at 10 µM;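 active means GFP response relative to DMSO above a set limit, near the screen mean plus 3 SD, cut at about 150% in these data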;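 further: ratio of well median GFP fluorescence to mean of DMSO wells on the plate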
LAP4-GFP MLPCN: modulators of TOR pathway LAP4-GFP in S. cerevisiae. GFP response vs DMSO, % at 10 µM. S. cerevisiae LAP4-GFP multiplex, flow cytometry GFP, 3 h; median GFP as percent of DMSO wells. AID 2023. 320,000 compounds, 0.34% hits;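 active means GFP response vs DMSO above a set limit, about the screen mean plus 3 SD, cut at about 150% in these data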
GASC-1 inh: human JMJD2C demethylase inhibition; Q9H3R0; GST-JMJD2C(1-420) H3K9me3 demethylation, DELFIA europium; inhibition, % at 2.35 µM; 330,000 compounds, 0.069% hits;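 active means more than half of a compound's replicate wells show inhibition beyond 50%, single wells judged on their own value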;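 further: signal counts dimethyl H3K9 product captured on neutravidin plate; 0% = median of DMSO wells and 100% = 0.3 times that DMSO median; strong numbers were not always called active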
Target sequence (Q9H3R0 1-420 limits assumed): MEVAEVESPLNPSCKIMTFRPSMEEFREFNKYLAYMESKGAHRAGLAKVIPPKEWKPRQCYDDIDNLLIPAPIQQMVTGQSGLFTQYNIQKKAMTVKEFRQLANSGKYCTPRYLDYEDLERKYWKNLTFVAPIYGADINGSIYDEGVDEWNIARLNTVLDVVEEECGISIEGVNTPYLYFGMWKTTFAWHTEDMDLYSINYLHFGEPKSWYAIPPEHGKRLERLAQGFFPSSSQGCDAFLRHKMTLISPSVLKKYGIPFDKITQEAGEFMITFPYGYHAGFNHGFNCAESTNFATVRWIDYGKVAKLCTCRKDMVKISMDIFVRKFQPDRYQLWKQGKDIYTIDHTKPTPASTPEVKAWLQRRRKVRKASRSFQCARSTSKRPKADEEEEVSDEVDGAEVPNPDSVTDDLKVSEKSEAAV
MEP2-GFP yeast: yeast TOR pathway MEP2-GFP modulation | S. cerevisiae MEP2-GFP strain, flow cytometry GFP, 3 h; 100% = DMSO control level | GFP response vs DMSO, % at 10 µM | 330,000 compounds, 0.51% hits | AID 2016;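 active means GFP response versus DMSO above a set limit, roughly screen mean plus 3 SD, cut at about 180% in these data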;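 further: median GFP fluorescence of the barcode-gated MEP2-GFP cells per well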
AGP1-GFP MLPCN: yeast TOR pathway AGP1-GFP modulation; GFP response vs DMSO, % at 10 µM; S. cerevisiae AGP1-GFP multiplex flow cytometry, 3 h; GFP as percent of DMSO wells; 320,000 compounds, 0.02% hits;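 active means GFP response relative to DMSO above a set limit, near screen average plus 3 SD, cut at about 150% in these data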;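 further: median GFP channel fluorescence of the gated AGP1 strain per well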
* marks the source's active call; other numbers are inactive results; / = no result given.

# | VLA-4 inh | GRK2 aptamer HTS | RPL19A TOR yeast | CIT2 TOR yeast | LAP4-GFP MLPCN | GASC-1 inh | MEP2-GFP yeast | AGP1-GFP MLPCN | molecule
1 | 1 | 1 | 97 | 100 | 101 | / | 101 | 100 | COc1ccccc1NC(=O)C1=C(C)Nc2nc(-c3ccc(N(C)C)cc3)nn2C1c1ccncc1 (centres undefined)
2 | -5 | 2 | 103 | 105 | 100 | 1 | 113 | 97 | COc1cccc(NC(=O)CN(C)CC(=O)Nc2ccc(C)c([N+](=O)[O-])c2)c1
3 | -3 | 0 | 102 | 103 | 94 | 2 | 108 | 104 | COc1cc2c(cc1OC)C(c1cccc(Br)c1)NC(=O)C2 (centres undefined)
4 | 4 | 2 | 96 | 93 | 87 | 6 | 107 | 99 | NC(=O)COC(=O)c1ccc2c(c1)S(=O)(=O)c1ccccc1C2=O
5 | 1 | 3 | 115 | 104 | 103 | -1 | 115 | 105 | CN(C)c1ccc(/C=N/NC(=O)c2ccc3c(c2)OCO3)cc1
6 | 0 | 1 | 97 | 90 | 116 | 4 | 92 | 94 | Cc1cccc(CN2CCSc3sccc3C2=O)c1
7 | -3 | 0 | 94 | 87 | 104 | -1 | 96 | 96 | O=C(/C=C/c1cccs1)c1ccc(NC(=O)c2cccc(Br)c2)cc1
8 | 1 | 2 | 91 | 86 | 113 | -27 | 89 | 92 | Cc1ccccc1C(=O)OCc1nnc(-c2ccc(Cl)cc2)o1
9 | 4 | 1 | 102 | 107 | 110 | -1 | 105 | 116 | Cn1c(=O)[nH]c(=O)c2c1nc(N1CCCCCC1)n2CCSc1nc2ccccc2[nH]1
10 | 18 | 0 | 97 | 90 | 101 | 57 | 96 | 97 | O=C(N1CCOCC1)N(Cc1ccccc1)c1ccccn1
11 | -7 | 1 | 98 | 93 | 97 | -2 | 103 | 95 | C=CCSc1nc(C)c2cc(C)cc(C)c2n1
12 | -4 | 1 | 96 | 97 | 98 | 1 | 103 | 101 | COc1ccc2[nH]c(=O)c(CN(C(=O)c3ccccn3)c3ccccc3)cc2c1
13 | 15 | 0 | 99 | 93 | 98 | 2 | 96 | 98 | O=C(Nc1ccc(F)cc1)Nc1ccccc1F
14 | -4 | 1 | 94 | 97 | 93 | 39 | 96 | 94 | CCCc1nc2ccc(NC(=O)NCCC(=O)OCC)cc2c(=O)n1Cc1cccc(Cl)c1
15 | -2 | 0 | / | 107 | 104 | -1 | 102 | 95 | COc1ccc(N2CCN(c3oc(-c4ccccc4OC)nc3C#N)CC2)cc1

Other structures:
# | VLA-4 inh | GRK2 aptamer HTS | RPL19A TOR yeast | CIT2 TOR yeast | LAP4-GFP MLPCN | GASC-1 inh | MEP2-GFP yeast | AGP1-GFP MLPCN | molecule
16 | 0 | 1 | 98 | 101 | 90 | 9 | 100 | 101 | C=CCON1C(=O)c2ccccc2C1=O
17 | 12 | 1 | 99 | 101 | 90 | 3 | 98 | 104 | CC(=O)Nc1ccc2nc(NC(=O)C(Cl)(Cl)Cl)sc2c1
18 | 7 | 4 | 102 | 91 | 89 | 2 | 97 | 99 | COc1ccc(CCNC(=O)COC(=O)C23CC4CC(CC(C4)C2)C3)cc1
19 | 4 | 6 | 99 | 106 | 133 | -18 | 104 | 108 | CCN(CC)CCN(C(=O)c1ccc2ccccc2c1)c1nc2cc3c(cc2s1)OCO3
20 | -8 | 2 | 101 | 102 | 102 | 1 | 109 | 95 | N#C/C(=C\c1ccc(F)cc1)c1nc(-c2ccco2)cs1
21 | 3 | 0 | 101 | 95 | 102 | 0 | 108 | 93 | COc1ccccc1OCCCOc1ccc(C)cc1Br
22 | 2 | 3 | 111 | 110 | 112 | 15 | 112 | 111 | COc1ccc(C2=Nn3c(nnc3-c3ccncc3)SC2)cc1OC
23 | 5 | 0 | 103 | 103 | 93 | -21 | 111 | 99 | O=C1CCCc2[nH]c(-c3ccccc3)nc21
24 | 12 | 1 | 97 | 96 | 101 | -12 | 99 | 99 | O=C(CCSc1nnnn1-c1ccccc1)N1CCOCC1
25 | 18 | 4 | 98 | 101 | 92 | 2 | 104 | 100 | CCOC(=O)c1ccc(NC(=S)NNC(=O)COC)cc1
26 | -7 | 1 | 99 | 96 | 91 | 7 | 104 | 96 | Cc1cc(NS(=O)(=O)c2cc(Cl)sc2Cl)no1
27 | 0 | 0 | 99 | 100 | 103 | -3 | 103 | 104 | Cc1[nH]c2ccccc2c1C(=O)CSc1cccc[n+]1[O-]
28 | 14 | 0 | 101 | 106 | 100 | 5 | 108 | 108 | O=C(Cc1ccccc1)N/N=C/c1ccccn1
29 | 0 | 2 | 103 | 96 | 104 | -6 | 103 | 99 | Cc1c(C(N)=O)c(-c2ccccc2)nn1-c1ccccc1
30 | 21 | 2 | 100 | 97 | 105 | -7 | 99 | 105 | CCOc1ccc(NC(=S)NC(C)CCc2ccccc2)cc1 (centres undefined)

Remaining list, next part.
# | VLA-4 inh | GRK2 aptamer HTS | RPL19A TOR yeast | CIT2 TOR yeast | LAP4-GFP MLPCN | GASC-1 inh | MEP2-GFP yeast | AGP1-GFP MLPCN | molecule
31 | 20 | 0 | 98 | 90 | 119 | -2 | 109 | 100 | CCOc1ccc(NCCC(=O)c2ccc3c(c2)OCO3)cc1
32 | -17 | 0 | 95 | 99 | 86 | 3 | 88 | 95 | O=C(c1ccncc1)N1CCCC(N2CCN(c3cccc(C(F)(F)F)c3)CC2)C1 (centres undefined)
33 | -9 | 1 | 94 | 97 | 92 | 5 | 89 | 97 | CCCOCC(O)CC(CC)C(=O)NNC(=S)Nc1ccccc1 (centres undefined)
34 | 1 | 5 | 99 | 102 | 102 | -1 | 98 | 102 | CN(C)C(=O)CN1CCN(Cc2nc(CC3CC3)no2)CC1
35 | 1 | 1 | 98 | 93 | 102 | / | 99 | 105 | O=C(COC(=O)c1cccnc1SC(F)F)NC1CC1
36 | 3 | 0 | 101 | 95 | 105 | 4 | 105 | 104 | O=C(Nc1ccc(Cl)c(Cl)c1)OCCNC(=O)c1ccncc1
37 | 1 | 7 | 91 | 102 | 93 | -4 | 100 | 89 | O=C(NCCc1ccccc1)c1nc2ncccn2n1
38 | -2 | 5 | 100 | 103 | 97 | 18 | 108 | 103 | O=C(CN1C(=O)C(c2ccccc2)Oc2cccnc21)NCc1ccccc1F (centres undefined)
39 | -2 | 0 | 100 | 101 | 104 | 1 | 103 | 99 | O=C(CCNS(=O)(=O)c1cccc2nsnc12)NCCc1ccccc1
40 | -4 | 3 | 95 | 91 | 85 | 5 | 90 | 82 | N#Cc1cnc(Nc2nc3ccccc3o2)nc1-c1ccccc1
41 | 0 | 0 | 99 | 100 | 104 | -4 | 97 | 103 | O=C(c1ccc(Cl)cc1)N(Cc1ccc(Br)cc1)N1C(=O)CCC1=O
42 | 6 | 7 | 92 | 91 | 107 | 1 | 93 | 97 | O=C(c1ccccc1Cl)c1c(O)c2ccccc2oc1=O
43 | -2 | 0 | 92 | 97 | 121 | -5 | 109 | 110 | C/C(=C/C(=O)N1CCc2ccccc21)C(=O)O
44 | -2 | 1 | 98 | 104 | 107 | 4 | 95 | 102 | Cc1cccc(CNc2ncnc3ccc(-c4ccoc4)cc23)c1
45 | -4 | 2 | 98 | 88 | 79 | -10 | 107 | 63 | O=C(/C=C/c1ccc(OCCCF)cc1)N1CCN(Cc2ccccc2)CC1

Additional records
# | VLA-4 inh | GRK2 aptamer HTS | RPL19A TOR yeast | CIT2 TOR yeast | LAP4-GFP MLPCN | GASC-1 inh | MEP2-GFP yeast | AGP1-GFP MLPCN | molecule
46 | 6 | 0 | 107 | 98 | 102 | -3 | 103 | 95 | CCCNC(=O)Cn1nc(C(F)(F)F)c2c1CCC2
47 | -7 | 0 | 94 | 91 | 111 | 5 | 99 | 99 | O=C(c1ccccc1)c1cc2c(cc1[N+](=O)[O-])OCCO2
48 | -2 | 4 | 110 | 94 | 91 | 2 | 111 | 99 | NC(=O)C1CN(S(=O)(=O)c2ccc(Cl)cc2F)c2ccccc2O1 (centres undefined)
49 | 7 | 0 | 101 | 92 | 107 | -10 | 99 | 94 | OCCN1CCN(CC/C=C2/c3ccccc3Sc3ccc(C(F)(F)F)cc32)CC1
50 | 4 | 0 | 97 | 94 | 89 | -26 | 104 | 69 | CC(NC(=O)C1CCN(S(=O)(=O)c2cccc3nonc23)CC1)c1ccccc1 (centres undefined)
51 | 7 | 0 | 94 | 95 | 106 | 4 | 95 | 104 | O=[N+]([O-])/C(C(Cl)=C(Cl)Cl)=C1\Nc2ccccc2O1
52 | -2 | 2 | 95 | 102 | 97 | -7 | 101 | 101 | O=C(c1cccc(S(=O)(=O)N2CCCC2)c1)c1cccc(S(=O)(=O)N2CCCC2)c1
53 | 17 | 0 | 97 | 95 | 87 | 2 | 100 | 96 | CC(C)Oc1ccc(C(CC(=O)N(C)CCC#N)c2ccc(F)cc2)cc1 (centres undefined)
54 | 1 | 0 | 95 | 90 | 103 | -9 | 101 | 97 | Cc1cccc(N(CC(=O)N=Nc2c(O)[nH]c3ccccc23)S(C)(=O)=O)c1C
55 | -16 | 3 | 104 | 108 | 108 | 2 | 110 | 104 | Cc1cc(C)n(-c2ccc(C(=O)Nc3nnc(C4CC4)s3)cc2)n1
56 | 4 | 5 | 111 | 82 | 101 | -1 | 107 | 92 | O=C(N/N=C/c1coc2ccccc2c1=O)c1cc(Br)c(O)c(Br)c1
57 | 16 | 13 | 97 | / | 94 | 5 | 103 | 91 | Cc1ccc(-c2cc3nc(-c4ccccc4)cc(N)n3n2)cc1
58 | -5 | 2 | 94 | 96 | 100 | 3 | 100 | 95 | O=C(O)c1ccc(/C=N\Nc2ccccn2)cc1
59 | 4 | 0 | 102 | 101 | 89 | -18 | 113 | 93 | COc1cc(NS(=O)(=O)c2csc(C(N)=O)c2)cc(OC)c1
60 | 34 | 2 | 81 | 105 | 99 | -22 | 128 | 94 | COc1cc(C)c(S(=O)(=O)Nc2ccc(CC(=O)O)cc2)cc1C

Next part.
# | VLA-4 inh | GRK2 aptamer HTS | RPL19A TOR yeast | CIT2 TOR yeast | LAP4-GFP MLPCN | GASC-1 inh | MEP2-GFP yeast | AGP1-GFP MLPCN | molecule
61 | 12 | 1 | 101 | 98 | 103 | 9 | 90 | 94 | CC(C)c1ccc(NC(=O)COc2ccccn2)cc1
62 | 5 | 5 | 105 | / | 87 | -2 | 105 | 101 | COC(=O)C1CCCCN1C(=O)c1ccc(OC2CCN(C(C)=O)CC2)c(OC)c1 (centres undefined)
63 | -1 | 0 | 101 | 100 | 99 | -8 | 100 | / | O=c1c(F)cn(C2CCCO2)c(=O)n1Cc1c(Cl)cccc1Cl (centres undefined)
64 | 20 | 0 | 94 | 88 | 102 | 8 | 96 | 99 | COc1ccccc1C(=O)NCCC(=O)NC1CCCCC1C (centres undefined)
65 | -4 | 0 | 108 | 89 | 87 | -1 | 100 | 68 | COc1ccc(OCc2nn3c(-c4ccccn4)nnc3s2)cc1
66 | 14 | 2 | 106 | 108 | 111 | 5 | 108 | 112 | CCOc1ccc(S(=O)(=O)NCCC(=O)N(C)Cc2ccc(C)o2)cc1
67 | 6 | 2 | 99 | 103 | 95 | -2 | 96 | 102 | COc1ccc(C/C(C)=N/Nc2nc(C)cc(=O)[nH]2)cc1
68 | -3 | 3 | 97 | 103 | 111 | 5 | 103 | 107 | CC(C)(C)C(=O)Nc1nc2c(c(=O)[nH]1)CCCC2
69 | -1 | 0 | 98 | 95 | 95 | -3 | 87 | 93 | Cc1c(C(=O)NCCN(C)C)oc2ccc(S(=O)(=O)N3CCCC3)cc12
70 | -9 | 0 | 96 | 98 | 100 | 4 | 103 | 101 | Cc1cc(C)c2c(=O)n(-c3ccccc3)[nH]c2n1
71 | -11 | 0 | 94 | 95 | 98 | 1 | 97 | 95 | CSc1nc(N(C)CCO)c2sc3nc(-c4ccco4)c4c(c3c2n1)CCC4
72 | 0 | 0 | 98 | 98 | 106 | -4 | 97 | 108 | COc1cccc(C(=O)NCC(=O)OCC(=O)Nc2cc(OC)c([N+](=O)[O-])cc2C)c1
